# TTR transcr act: TTR transcription activators in neuroblastoma reporter cells, primary screen, cell-based, luminescence, SH-SY5Y, TTR promoter Gaussia luciferase; 100% = recombinant luciferase protein wells; actives 1.3% (n = 92,000); activation, % at 16.7 µM;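 active = activation above the mean of all tested compounds plus 3 SD, cut at about 9.5% in these data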;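 also: cells exposed to compounds for one day before reading; 0% = median of all test compound wells on the plate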
# Active calls of the source: *. An excerpt; the hit share may differ from the screen's.
TTR transcr act	Structure
2.0	Cc1ccc(S(=O)(=O)NCC2CCC(C(=O)NCCCN3CCC(C)CC3)CC2)cc1 (stereo not drawn)
-0.2	COCCN(C(=O)c1cc(-c2ccccc2Cl)nc2ccccc12)c1c(N)n(CC(C)C)c(=O)[nH]c1=O
-1.6	COc1cccc(OC)c1OCCCSc1nc(C)cc(=O)[nH]1
-6.3	O=c1oc(C2(O)CCCCC2)cc2ccc(/C=C/c3ccc(F)cc3)cc12
-2.2	CN(C)c1cccc(C(=O)N/N=C/c2ccccc2F)c1
-2.2	COc1cccc(NS(=O)(=O)c2c(C)cc(C)cc2C)c1
-1.0	Cc1ccccc1NC(=S)NNC(=O)c1cccc(Br)c1
1.2	COC(=O)c1ncccc1SC
3.0	CCCCCCN1Cc2ccccc2C1
-0.8	CC1CCN(c2c([N+](=O)[O-])nn(-c3ccc4c(c3)OCCO4)[n+]2[O-])CC1

# 3 compounds already listed, ordered by their value in TTR transcr act, falling:
SMILES	TTR transcr act
COC(=O)c1ncccc1SC	1.2
Cc1ccccc1NC(=S)NNC(=O)c1cccc(Br)c1	-1.0
COc1cccc(NS(=O)(=O)c2c(C)cc(C)cc2C)c1	-2.2

# Further results
TTR transcr act	Structure
2.8	Cn1cccc1/C=N/NC(=O)CSc1nc2ccccc2n1C
-1.8	O=C1N=c2ccccc2=C1c1sc(=S)n(NC(=O)c2cccc(O)c2)c1O
0.4	Cc1cc(OCC(=O)NCCO)ccc1Cl
2.2	Cc1ccc(CNC(=O)c2coc(=O)c3ccccc23)o1
-2.3	CCN(C(=O)COC(=O)c1cccnc1)c1cccc2ccccc12
1.2	CCC(=O)NC(=S)Nc1ccc(NC(=S)NC(=O)c2ccc(C)cc2)cc1
0.9	COc1ccc(C(=O)c2c(C)c3cc(C)ccc3n2CC(O)CN2CCOCC2)cc1 (stereo not drawn)
3.4	COc1cc(C(=O)NNC(=O)C2CSC3(C)CCC(=O)N23)cc(OC)c1OC (stereo not drawn)
-1.0	Cc1csc(C(C)N(C)C(=O)CCc2nnc(CCc3ccccc3)o2)n1 (stereo not drawn)
5.3	C#Cc1ccc([C@H]2C=C(C(=O)O)O[C@@H](OCCCCO)C2)cc1
-1.0	COc1ccccc1NC(=O)C1CCCN(S(=O)(=O)c2ccccc2)C1 (stereo not drawn)
2.2	CNC(=O)CCSc1ccc(C)cc1
-0.7	CC12CN(C(=O)c3ccc([N+](=O)[O-])cc3)CC(C)(CN(C(=O)c3ccc([N+](=O)[O-])cc3)C1)C2=O
2.8	O=c1c2[nH]c3ccccc3c2ncn1Cc1ccncc1
1.8	Cc1ccc(NC(=O)CSc2nnc(NC(=O)C3CC3)s2)cc1C
-1.4	Cc1ccc(NC(=S)N(CCN(C)C)Cc2cc3cccc(C)c3[nH]c2=O)cc1
-2.0	CCOc1nc(NCCN2CCOCC2)nc(Nc2ccc([N+](=O)[O-])cc2)n1
4.9	COc1ccc(NC2=CC(c3ccccc3)N(c3ccc(OC)cc3)C2=O)cc1 (stereo not drawn)
2.4	Cc1cccc(C)c1NC(=O)c1cccc(C(=O)Nc2c(C)cccc2C)n1
2.8	O=C(OCc1ccc(Cl)cc1)c1cnccn1
3.9	CCc1c(O)nc(SCC(=O)Nc2ccc3c(c2)CCC3)[nH]c1=O
2.1	CCOc1ccccc1N(C(=O)CNS(=O)(=O)c1ccccc1)C(CC)C(=O)NCc1ccco1 (stereo not drawn)
0.6	Cc1c(OCC(=O)N2C[C@H]3C[C@@H](C2)c2cccc(=O)n2C3)ccc2c3c(c(=O)oc12)CCC3
-1.6	CCCCN(N=Nc1nonc1OC)c1nonc1OC
-0.7	Cn1cc(Cl)c(C(=O)Nc2nccs2)n1
-1.8	S=C(Nc1ccccc1)N1CCn2cccc2C1c1cccnc1 (stereo not drawn)
-2.0	O=c1c2ccccc2[nH]c(=S)n1C1CCCCC1
-1.8	C=CCN(c1ccccc1)S(=O)(=O)c1ccc(Cl)c(C(=O)OCC(=O)NCCCN2CCCC2=O)c1
0.5	OCCCNc1nc(-c2ccccc2)c2cc(Cl)ccc2n1
-0.3	CCOc1ccc(N2CC(C(=O)Nc3cccnc3)CC2=O)cc1 (stereo not drawn)
-0.4	COc1cc(/C=N/NC(=S)N/N=C/c2cc(OC)c(OC)c(OC)c2)cc(OC)c1OC
1.4	O=C(CN1CCN(Cc2ccccc2)C1=O)NCc1cccs1
0.1	CC(NC(=O)CCN1C(=O)c2ccccc2C1=O)c1ccccc1 (stereo not drawn)
6.8	CCCC(=O)Nc1cccc(NC(=S)NC(=O)C(C)Oc2ccc(Cl)cc2Cl)c1 (stereo not drawn)
-0.5	CC(C(=O)Nc1ccccc1-c1ccccc1)N1CCOCC1 (stereo not drawn)
9.5	COc1ccc(CCNC(=O)C2(C)CCC(=O)N2CCC(C)C)cc1OC (stereo not drawn)
0.3	CCOc1ccccc1OCC(=O)Nc1cc(C)on1
2.6	O=C1c2ccccc2C(=O)N1CCc1ccccc1
-1.5	CCC(CC)c1nc2cc(OC)c(OC)cc2c(=O)o1
-0.5	O=C(Nc1cnccn1)c1ccc(Cl)cc1
-2.0	Oc1c(Br)cc(/C=N/NC(=S)NCC2CCCO2)cc1Br (stereo not drawn)
-2.5	COc1ccc(-c2c[n+]3c(n2-c2ccccc2)SCC3)cc1
-2.4	CC1(C(=O)NS(=O)(=O)c2ccc(F)cc2F)CCN1C(=O)CCc1ccc(Cl)cc1Cl (stereo not drawn)
1.1	Cc1ccc(N=C(N)N=C(N)N)cc1
-3.5	O=C(NCCN1CCOCC1)c1ccc(/C=C2\Sc3ccccc3N(Cc3ccc(F)cc3)C2=O)cc1
5.7	CSc1ccccc1NC(=O)CN(C)C(=O)COc1cccc2cccnc12
1.3	CCCCNC(=O)C1CCC(CNc2nc(=S)[nH]c3ccccc23)CC1 (stereo not drawn)
-4.9	CCNc1nc(CN2CCOCC2)nc2sc3c(c12)CCC3
0.4	CC(CCc1ccccc1)NC(=O)c1cccs1 (stereo not drawn)
0.4	CC(C)(C)c1n[nH]c(=S)n(N)c1=O

# Next section:
TTR transcr act	Structure
-3.7	O=C(NCCN1CCN(C(=O)c2cccc(Br)c2)CC1)C(=O)Nc1ccc(Br)cc1
0.3	CN=C1SC(CC(=O)Nc2cccc(Cl)c2Cl)C(=O)N1C (stereo not drawn)
0.4	O=C(Nc1cc(Cl)cc(Cl)c1)N1CCCC1
-0.4	CCCCC(CC)CNC(=O)CC1Nc2c3ccccc3nc(=S)n2C1=O (stereo not drawn)
0.5	CS(=O)(=O)N(CC(=O)N1CCc2ccccc2C1)c1ccccc1F
-0.2	CCN(c1ccccc1)S(=O)(=O)c1ccc(OC)c(NC(=O)C2CC2)c1
-1.3	COc1cc(OC)cc(C(=O)N2CCN(C(=O)c3cccc(F)c3)CC2)c1
4.3	O=C(CSc1nnc(CNC(=O)c2cccc(C(F)(F)F)c2)o1)NCc1ccco1
0.3	Nc1ccn([C@@H]2O[C@H](CNCc3ccc(N4CCNCC4)cc3)[C@@H](O)[C@H]2O)c(=O)n1
1.1	COCCCn1c(SCC(=O)Nc2oc(C)c3c(C)n[nH]c(=O)c23)nc2sc3c(c2c1=O)CCC3
1.2	O=C(O)Cn1nc(-c2ccccc2)ccc1=O
-1.2	CCN(CC)C(=O)c1c(-c2ccccc2)oc2ccc(OC)cc12
3.1	Cc1ccc(SCC(=O)Nc2ncc(C)s2)cc1
0.4	Cc1cccc(C)c1NC(=O)C1(NC(=O)c2cnccn2)CCCCC1
-2.1	CCCn1c(SCC(=O)Nc2ccc(S(=O)(=O)N(C)C)cc2)n[nH]c1=O
-4.4	NC(=O)c1ccccc1N/C=C/C(=O)c1ccc(Cl)cc1
-0.7	COc1ccc(C)cc1S(=O)(=O)N(C)CC(=O)NCc1ccco1
0.2	CSCC[C@H](NC(=O)CC(C)(C)C)c1nc2ccccc2[nH]1
1.7	COc1ccc(Cn2nnnc2C(c2cc3cccc(C)c3[nH]c2=O)N2CCOCC2)cc1 (stereo not drawn)
-0.1	COc1ccc(/C=C(\NC(=O)c2ccco2)C(=O)Nc2ccc(C(C)=O)cc2)cc1
0.0	O=C(Nc1cnn(Cc2ccccc2)c1)c1cc2nc(-c3ccco3)cc(C(F)(F)F)n2n1
-4.0	CN1CCN(Cc2nc3ccccc3c(=O)n2Cc2nc(-c3ccc4ccccc4c3)cs2)CC1
-1.0	Nc1nc(-c2ccccc2)[nH]c(=O)c1N
-1.8	Cc1ccc(-c2cc(C(=O)NCCCN3CCOCC3)c3ccc(Cl)c(C)c3n2)cc1
0.2	Nc1cc2c(cc1Cl)-c1ccc(Cl)cc1C2=O
-0.3	CC1CCCN(c2nc3c(c(=O)[nH]c(=O)n3C)n2CCCc2ccccc2)C1 (stereo not drawn)
-0.6	Cc1ccc(S(=O)(=O)CCN2C=CC(C(F)(F)F)=NCC2)cc1
-0.7	CCOC(=O)c1ccc(COC(=O)CNS(=O)(=O)c2ccccc2)cc1
0.0	O=C(CCN1CCN(C/C=C/c2ccccc2)CC1)Nc1ccccc1F
0.7	Cc1ccc(NC(=O)c2ccc(S(=O)(=O)N3CCOCC3)cc2)cc1
-0.3	CC(C)CC(=O)Nc1cc2nn(-c3ccccc3)nc2cc1Cl
-1.7	CCn1c(SCc2cccc(OC)c2)nc2ccccc2c1=O
1.5	CCN(CC)S(=O)(=O)c1ccc2nc(CSc3nnnn3-c3ccc(O)cc3)[nH]c2c1
0.9	N/C(=N\OC(=O)CCCCCN1C(=O)c2ccccc2C1=O)c1ccccn1
-0.3	O=C(NC1CCCC1)C(c1ccccn1)N(C(=O)c1csnn1)c1ccc(F)cc1 (stereo not drawn)
-1.2	CCCS(=O)(=O)NC(=O)C1(C)CCCN(C(=O)COc2ccc(Cl)cc2Cl)C1 (stereo not drawn)
0.9	COc1cc([C@@H]2CC=C(C(=O)O)CN2S(=O)(=O)c2ccc(C)cc2)cc(OC)c1OC
-0.4	COc1ccc(C(=O)OCC(=O)c2ccc3c(c2)NC(=O)CO3)cc1[N+](=O)[O-]
0.7	COc1ccc(S(=O)(=O)Oc2c(OC)cc(C(=S)N3CCOCC3)cc2OC)cc1
-0.7	Cc1ccc(NC(=O)Cc2nnc(SCC(=O)NC3CCCC3)n2C)cc1
0.2	O=C(CCc1ccccc1)OCCOC(=O)CCc1ccccc1
3.9	Fc1ccc2cc(-c3ccsc3)ncc2c1
0.9	O=C(COc1ccccc1)Nc1ccc2c(c1)nc1n2CCOC1
-1.3	CCN(CC)c1ccc(/C=N/NC(=O)c2ccc3c(c2)OCCO3)cc1
-1.8	O=S(=O)(Nc1ccc(-c2cnco2)cc1)c1ccccc1
-1.9	Cc1ccc(CNC(=O)CN(c2ccc(C)cc2)S(=O)(=O)c2c(C)n[nH]c2C)cc1
-3.0	CCC(=O)N1CCN(c2ccc(Cl)cc2NC(=O)c2ccc([N+](=O)[O-])o2)CC1
-0.5	O=C(CNc1ccc2ccccc2c1)N/N=C/c1ccc(C(=O)O)cc1
-0.9	COc1ccc(S(=O)(=O)Nc2ccccc2N2CCOCC2)cc1OC
1.0	Cc1ccccc1C(=O)Nc1ccc(N2CCN(C)CC2)nc1

# Ordered by length of the SMILES (high to low): part of the list above
TTR transcr act	Structure
0.9	COc1cc([C@@H]2CC=C(C(=O)O)CN2S(=O)(=O)c2ccc(C)cc2)cc(OC)c1OC
-0.4	COc1ccc(C(=O)OCC(=O)c2ccc3c(c2)NC(=O)CO3)cc1[N+](=O)[O-]
1.5	CCN(CC)S(=O)(=O)c1ccc2nc(CSc3nnnn3-c3ccc(O)cc3)[nH]c2c1
-1.2	CCCS(=O)(=O)NC(=O)C1(C)CCCN(C(=O)COc2ccc(Cl)cc2Cl)C1 (stereo not drawn)
0.7	COc1ccc(S(=O)(=O)Oc2c(OC)cc(C(=S)N3CCOCC3)cc2OC)cc1
-0.3	O=C(NC1CCCC1)C(c1ccccn1)N(C(=O)c1csnn1)c1ccc(F)cc1 (stereo not drawn)
0.9	N/C(=N\OC(=O)CCCCCN1C(=O)c2ccccc2C1=O)c1ccccn1
-1.3	CCN(CC)c1ccc(/C=N/NC(=O)c2ccc3c(c2)OCCO3)cc1
-0.5	O=C(CNc1ccc2ccccc2c1)N/N=C/c1ccc(C(=O)O)cc1
-0.9	COc1ccc(S(=O)(=O)Nc2ccccc2N2CCOCC2)cc1OC
0.9	O=C(COc1ccccc1)Nc1ccc2c(c1)nc1n2CCOC1
1.0	Cc1ccccc1C(=O)Nc1ccc(N2CCN(C)CC2)nc1
0.2	O=C(CCc1ccccc1)OCCOC(=O)CCc1ccccc1
3.9	Fc1ccc2cc(-c3ccsc3)ncc2c1

# Other compounds:
TTR transcr act	Structure
2.6	COc1cc(C=O)ccc1OCC(=O)N1CCCC1
-0.7	CCOC(=O)C1CCCN(C(=O)Nc2ccccc2)C1 (stereo not drawn)
-1.4	Cn1c(SCc2nnc(-c3ccccc3)o2)nc2ccccc21
1.4	CCC(Cc1ccccc1)NC(=O)c1cc(S(=O)(=O)N2CCCCC2)c[nH]1 (stereo not drawn)
-1.2	CCOc1ccc(CN2C(=O)c3ccccc3C2=O)cc1C(=O)NC1CC(C)(C)NC(C)(C)C1
1.6	Cc1ccsc1/C=N/n1c(-c2ccncc2)n[nH]c1=S
-0.2	Cc1cccnc1NC(=O)C1CCCN(S(=O)(=O)c2ccc3c(c2)oc(=O)n3C)C1 (stereo not drawn)
0.1	COc1ccc(CCC(=O)NCCS(=O)(=O)N2CCN(c3ccccc3F)CC2)cc1
-1.5	O=C(Cc1cccs1)NCCS(=O)(=O)N1CCN(c2ccccc2F)CC1
-2.5	CC(c1nnnn1C(C)(C)C)N(Cc1cccnc1)Cc1ccccc1Cl (stereo not drawn)
-0.6	COc1ccc(C(=O)OCC(=O)N2C(C)CCCC2C)cc1[N+](=O)[O-] (stereo not drawn)
-1.4	COc1ccc([C@H]2C[C@@H](O)[C@H](n3cc(-c4ccc(F)cc4)nn3)CN2CC2CCCCC2)cc1
0.4	COc1ccc(CCN(CC(=O)NC(C)(C)C)C(=O)Cn2nnc(-c3ccc(C)o3)n2)cc1OC
-0.3	COc1ccc(/C=N/NC(=O)c2ccccc2OC)cc1COc1ccccc1[N+](=O)[O-]
-0.2	Cc1ccc(S(=O)(=O)c2ccc(Oc3cccc(C)c3)cc2)cc1
2.6	O=C(c1ccc2c3c(cccc13)CC2)C1CCCN(Cc2cccnc2)C1 (stereo not drawn)

# Bioassay records deposited in PubChem by The Scripps Research Institute Molecular Screening Center.
